# Tb PYK inh: qHTS of Trypanosoma Brucei Inhibitors; TbPYK enzyme, Kinase-Glo Plus ATP luminescence, 45 min; Potency, µM (doses to about 76.8 µM), for the others: at the highest dose activity, negative = inhibition, actives largely listed as inhibitors; AID 624173, 2012; 0.12% of 410,000 active; note: nearly all actives have a fitted effect of over 50% in size
#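 In this concentration-response screen, enzyme-free wells defined baseline while DMSO plates tracked drift. Each reaction combined TbPYK, substrate, compound and 130 uM ADP for 45 min at room temperature. Kinase-Glo Plus luminescence gave the signal.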
# Pf growth 96h: Primary qHTS for delayed death inhibitors of the malarial parasite plastid, 96 hour incubation; P. falciparum luciferase reporter growth, 96 h; Potency, µM (series often up to 28.7 µM), without a hit: at the top dose activity change, negative = inhibition, usual class: inhibitors; 6.9% of 320,000 active
#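 Infected RBCs, 2% Hct / 0.05% parasitemia final; luciferase-reporter P. falciparum; cpd 96 h, 37 C, 5% CO2; luciferase detection reagent; luminescence.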
# Pf growth 48h: Primary qHTS for delayed death inhibitors of the malarial parasite plastid, 48 hour incubation. AID 504832, 2011. Potency, µM (doses to about 28.7 µM), for inactives: top-dose activity change, negative = inhibition, hits mostly inhibitors. P. falciparum luciferase growth in erythrocytes, 48 h. 5.9% of 310,000 active
#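 Read-out is firefly luciferase luminescence from an integrated reporter in P. falciparum, so falling signal marks reduced parasite growth. Infected erythrocytes were at 2% hematocrit and 0.1% parasitemia (final) in Albumax-supplemented RPMI 1640.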
# LmPK inhibitor: qHTS Assay for Inhibitors of Leishmania Mexicana Pyruvate Kinase (LmPK) | Q27686 | purified LmPK, Kinase-Glo ATP luminescence, 1 h | Potency, µM (top dose mostly 57.5 µM), for the others: top-dose activity change, negative = inhibition, most hits filed as inhibitors | 0.37% of 290,000 active | AID 1721, 2009
# Target sequence (Q27686 whole entry, looked up): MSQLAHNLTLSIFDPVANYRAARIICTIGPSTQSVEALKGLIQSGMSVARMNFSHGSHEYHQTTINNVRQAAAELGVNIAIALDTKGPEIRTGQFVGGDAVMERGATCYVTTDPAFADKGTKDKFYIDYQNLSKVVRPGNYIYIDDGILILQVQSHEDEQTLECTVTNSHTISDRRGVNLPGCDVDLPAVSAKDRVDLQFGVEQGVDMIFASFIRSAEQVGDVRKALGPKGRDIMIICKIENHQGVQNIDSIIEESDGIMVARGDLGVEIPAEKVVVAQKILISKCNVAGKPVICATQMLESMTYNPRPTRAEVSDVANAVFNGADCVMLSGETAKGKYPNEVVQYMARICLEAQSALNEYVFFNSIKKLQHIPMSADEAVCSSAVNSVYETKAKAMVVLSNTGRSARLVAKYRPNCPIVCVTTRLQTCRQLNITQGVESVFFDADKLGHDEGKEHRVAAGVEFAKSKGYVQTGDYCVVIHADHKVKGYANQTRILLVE
#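 ATP generated from ADP (0.1 mM) and PEP (0.5 mM) by 0.1 nM LmPK over 1 h at room temperature (pH 7.2 imidazole buffer) was detected by coupled luciferase luminescence. Values were normalized to uninhibited and no-enzyme wells.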
# Sm TGR inh: qHTS Assay for the Inhibitors of Schistosoma Mansoni Peroxiredoxins. Schistosoma mansoni thioredoxin glutathione reductase (TGR), Q962Y6. purified TGR, DTNB reduction, TNB absorbance 405 nm. Potency, µM (titrated, usually from 114 µM), without a hit: top-dose activity change, negative = inhibition, actives largely listed as inhibitors. 3% of 360,000 active; note: nearly all actives have a fitted effect of over 60% in size
#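 TGR 20 nM + NADPH 100 uM (dispensed conc.), cpd preinc 15 min RT; start with NADPH (500 uM addition) then DTNB (15 mM addition). Kinetic TNB absorbance, 405 nm filter. Four-parameter Hill fit across titration.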
# HCV inh: qHTS Assay for Inhibitors of Hepatitis C Virus (HCV); Potency, µM (highest dose often 41.8 µM), without a hit: at the highest dose activity change, negative = inhibition, most hits filed as inhibitors; AID 651820, 2012; 3.4% of 340,000 active; Huh7.5.1 HCVcc-Cre infection, luciferase reporter, 44 h
#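 Cells seeded at 1,000/well and cultured 4 h, then compounds added followed by HCVcc-Cre virus (~0.5 moi). After 44 h further culture, luciferase substrate was added, plates held 15 min at room temperature, and luminescence read for 15 sec.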
# Starred values were filed as active, the others as inactive; ? = inconclusive; . = not tested or not shown; & = joins results of further samples; [ ] = another dose, or the depositor's remark. Calls come from the whole dose curve; as a rule, active = well fitted curve in the direction sought with a large enough effect; inconclusive = small, poorly fitted or top-dose-only effect, or another doubt; inactive = no such curve, though single readings can be large; an effect the other way counts as inactive or inconclusive. % is set by controls: 0 for no effect and ±100 for the full control effect; potency is the fitted concentration of half-maximal effect.
SMILES,Tb PYK inh,Pf growth 96h,Pf growth 48h,LmPK inhibitor,Sm TGR inh,HCV inh
Cc1ccc(SCC(=O)NCC2CCCO2)cc1 (centres undefined),-7%,-36%,47%[activator],1%,1%,17%
O=C(c1cn(-c2ccccc2)nc1-c1ccccc1)N1CCN(c2ccccn2)CC1,-1%,-19%,?,-1%,12%,10µM*
CCN(CC(=O)Nc1cc(Cl)ccc1C)C(=O)Cc1sc(C)nc1-c1ccc(F)cc1,2%,4.7µM*,?,.,-11%,-29%[8.37 µM]
COCCN(CCOC)S(=O)(=O)c1ccc(C(=O)Nc2ccncc2)cc1,-4%,26%,-4%,7%,-8%,3%
COc1ccc(OC)c(S(=O)(=O)N2CCC(C(=O)N3CCOCC3)CC2)c1,-2%,?,-2%,-3%,9%,13%
CCC(C(=O)NCCCN(CC)Cc1ccccc1)n1nc(C)c2sc3ccccc3c2c1=O (centres undefined),0%,41%[activator],10µM*,0%,-20%,?
O=C(CN1C(=O)C2CCCCC2C1=O)Nc1nc2ccc(F)cc2s1 (centres undefined),-5%,29%,-5%,.,-6%,-7%
Cc1ccc2cc(C#N)c(SCC(=O)N3CCCc4ccccc43)nc2c1,-1%,?,-8%,3%,-2%,-3%
Cc1ccccc1CS(=O)(=O)Cc1ccc(C(=O)NCC2CCCO2)o1 (centres undefined),0%,-2%,7%,1%,-23%,14%
CCc1ccccc1NCC(=O)Nc1ccc(Cl)c(C(F)(F)F)c1,2%,?,-5%,-1%,1%,?
Cn1c(C(=O)NCCCN2CCCC2=O)cc2c(=O)n(C)c3ccccc3c21,-3%,-21%,.,6%,-15%,-3%
C=Cc1c(C)/c2[n-]/c1=C\c1[n-]c(c(CC)c1C)/C=c1\[n-]c3c(c1C)C(=O)C(C(=O)[O-])C=3c1[n-]c(c(C)c1CCC(=O)[O-])\C=2.[Cu].[Na+].[Na+] (centres undefined),-17%,?,?,.,.,.
Cc1cc(NC(=O)CSc2nnc(-c3cccnc3)n2N)no1,-1%,.,6%,3%,3%,-6%
O=[N+]([O-])c1ccccc1-c1cc(-c2cc(Cl)ccc2O)n[nH]1,2%,0%,?,3%,-13%,?
NC(=O)NC(=O)COC(=O)c1cccc(S(=O)(=O)N2CCCCCC2)c1,1%,9%,-11%,2%,4%,8%
N#CC1=C2SCN(Cc3ccccc3)CN2C(=O)CC1c1ccc2c(c1)OCO2 (centres undefined),?,?,?,-6%,3.5µM*,10%&-6%
c1cncc(CNC2=NCCC2)c1,1%,47%[activator],31%[activator],-6%,3%,10%
O=C(Nc1nc2ccc(S(=O)(=O)N3CCCCC3)cc2s1)c1ccncc1,6%,-19%,?,-3%,1%,-1%
CC(C)(C)c1[nH]nc2c1C(c1ccoc1)C(C#N)=C(N)O2 (centres undefined),1%,.,8%,4%,5%,-3%
COc1ccccc1C1=Nn2c(COc3ccccc3)nnc2SC1,.,-17%,?,6%,7%,.
O=C(Nc1ccccc1)c1ccc(=O)n(Cc2cccc(Cl)c2)c1,6%,-3%,?,6%,.,?
COc1ccc(N2CCN(S(=O)(=O)CCNC(=O)c3ccco3)CC2)cc1,6%,-15%,2%,.,-14%,-1%
O=C1c2ccc3c4c(ccc(c24)C(=O)N1c1cccc(O)c1)CC3,1%,31%[activator],12%,0%,-9%,13%
Cc1cc(C)n(CC(=O)NNC(=O)c2ccc(NC(=O)CC#N)cc2)n1,3%,7%,-7%,.,-7%,9%
Cc1cccnc1NC(=S)NC(=O)c1cccs1,-13%,181%[activator],-15%,-21%,66%[activator],18%

# One compound at a time, as listed above. Values in the order: Tb PYK inh	Pf growth 96h	Pf growth 48h	LmPK inhibitor	Sm TGR inh	HCV inh
# `Cn1c(C(=O)NCCCN2CCCC2=O)cc2c(=O)n(C)c3ccccc3c21` is listed with -3%	-21%	.	6%	-15%	-3%
# `CCN(CC(=O)Nc1cc(Cl)ccc1C)C(=O)Cc1sc(C)nc1-c1ccc(F)cc1` is listed with 2%	4.7µM*	?	.	-11%	-29%[8.37 µM]
# `COc1ccc(N2CCN(S(=O)(=O)CCNC(=O)c3ccco3)CC2)cc1` is listed with 6%	-15%	2%	.	-14%	-1%
# `C=Cc1c(C)/c2[n-]/c1=C\c1[n-]c(c(CC)c1C)/C=c1\[n-]c3c(c1C)C(=O)C(C(=O)[O-])C=3c1[n-]c(c(C)c1CCC(=O)[O-])\C=2.[Cu].[Na+].[Na+]` (centres undefined) is listed with -17%	?	?	.	.	.
# `NC(=O)NC(=O)COC(=O)c1cccc(S(=O)(=O)N2CCCCCC2)c1` is listed with 1%	9%	-11%	2%	4%	8%

# A stretch of the results above:
SMILES,Tb PYK inh,Pf growth 96h,Pf growth 48h,LmPK inhibitor,Sm TGR inh,HCV inh
Cc1ccc(SCC(=O)NCC2CCCO2)cc1 (centres undefined),-7%,-36%,47%[activator],1%,1%,17%
O=C(c1cn(-c2ccccc2)nc1-c1ccccc1)N1CCN(c2ccccn2)CC1,-1%,-19%,?,-1%,12%,10µM*

# Next section:
SMILES,Tb PYK inh,Pf growth 96h,Pf growth 48h,LmPK inhibitor,Sm TGR inh,HCV inh
CCOc1cccc(/C=N/N2C(=O)CSC2=S)c1O,?,?,-14%,-4%,3.5µM*,-18%
O=C(Nc1ccc(S(=O)(=O)NCCc2ccccc2)cc1)c1ccc(Br)o1,-3%,.,?,-3%,-3%,?
Cc1ccc(NC(=O)c2ccc(Cl)cc2Cl)cc1O,29%,142%[activator],108%[activator],-4%,15%,?
Cc1cc(NC(=O)CSC2=Nc3ccccc3C3=NC(Cc4ccccc4)C(=O)N23)n[nH]1 (centres undefined),0%,?,?,-5%,2%,-8%
COc1ccccc1CC(=O)Nc1ccc(NC(=O)c2cccs2)cc1,-8%,?,-3%,-6%,2%,?
CCOC(=O)C(C)N1C(=O)S/C(=C\c2ccc(-c3ccccc3C(=O)O)o2)C1=O (centres undefined),?,35%[activator],0%,9%,?,18%
CC(C)Nc1nnc(SCC(=O)Nc2ccc(F)cc2)s1,-4%,-29%,?,-1%,-2%,16%
CCSc1nc2ccccc2c(=O)n1-c1c(C)n(C)n(-c2ccccc2)c1=O,4%,9%,-26%,2%,-1%,1%
Cc1ccn2c(C(=O)N/N=C\c3ccc4c(c3)OCO4)c(C)nc2c1,-9%,?,-27%,3%,-9%,6%
COc1ccc(NC(=O)C(C)N(c2ccc(C)cc2)S(C)(=O)=O)c(OC)c1 (centres undefined),-5%,122%[activator],?,-4%,-8%,?
CCOc1ccccc1NC(=O)Cn1nnc(-c2ccc(OCC)c(OCC)c2)n1,-7%,.,-12%,3%,-5%,8.9µM*
CCOC(=O)C1CCN(C(=O)c2ccc(NS(=O)(=O)c3ccc(F)cc3C)cc2)CC1,0%,2%,?,2%,-4%,3%
O=C(CSc1nnc(Cn2c(=O)sc3ccccc32)n1-c1ccccc1)Nc1nccs1,-17%,4.7µM*,?,-6%,-9%,2%&-13%
CC(=O)Nc1ccc(NC(=O)Nc2cc(C)cc(C)c2)cc1,-1%,31%[activator],11%,-7%,4%,11%
COc1cccc(N2CCN(S(=O)(=O)c3ccc4ccccc4c3)CC2)c1,0%,4%,12%,.,-3%,22µM*
O=C(C1CC12CCCC2)N1CCC(CO)(Cc2ccccc2Cl)CC1 (centres undefined),-5%,21%,-10%,5%,0%,2%
O=C(c1cccs1)N1N=C(c2ccc(O)cc2)CC1c1ccccc1 (centres undefined),2%,?,?,3%,6%,?
CC(C)CN(C(=O)C1CCCCC1)C1CCS(=O)(=O)C1 (centres undefined),-1%,1%,-3%,.,-5%,13%
NS(=O)(=O)c1ccc(NC(=O)COC(=O)CSc2n[nH]c(-c3ccccc3)n2)cc1,2%,8%,8%,-19%,2%,12%
Cc1ccc(S(=O)(=O)Nc2ccc3c(c2)C(=O)NC3=O)cc1[N+](=O)[O-],-10%,-24%,11%,-1%,-7%,14%
CN1/C(=C/c2cc[n+](C)c3ccccc23)C=Cc2ccccc21,-25%,-28%,?,?,-31%,?
CC(=O)c1sc(C(C)(C)C)cc1NC(=O)CCC(=O)O,-7%,-13%,84%[activator],2%,18%,6%
Cc1ccccc1-n1ncc(C(C)NS(=O)(=O)c2ccccc2Cl)c1C (centres undefined),-2%,0%,4%,-12%,-18%,-10%
CCOC(=O)N1CCN(C(=O)c2ccccc2N(Cc2ccccc2)S(=O)(=O)c2ccccc2)CC1,-2%,22%,4.7µM*,0%,2%,-19%
Cc1ccc(OC(=O)NC2CCS(=O)(=O)C2)cc1C (centres undefined),1%,19%,24%,-1%,8%,14%
CN(CCCNC(=O)CSc1cc(=O)n(C)c2ccc(Cl)cc12)Cc1ccccc1,0%,-6%,-7%,7%,-19%,?
COc1cc(/C=N/NC(=O)c2cccc(NC(=O)c3ccccc3Cl)c2)ccc1O,1%,10%,5%,1%,4%,-18%
COCCNC(=O)c1ccc(C2SCC(=O)N2CCc2ccccc2)cc1 (centres undefined),4%,6%,0%,-2%,3%,13%
COc1cc(NC(=O)c2ccc(NS(=O)(=O)c3c(C)noc3C)cc2)cc(OC)c1,4%,0.33µM*,?,4%,-2%,-20%
CCN(CC)P(=O)(/C=C(\Cl)c1ccccc1)/C=C(\Cl)c1ccccc1,6%,-16%,0%,0%,17%,12%
CCCCSCCCNC(=O)c1cn(CC)c2ccc(S(=O)(=O)N3CCOCC3)cc2c1=O,1%&-8%,?,?,0%,-16%&-2%,-8%
Cc1cccc(OC(=O)c2ccc3nccnc3c2)c1,0%,.,-3%,-6%,-6%,5%
CN1C=CC=C/C1=C1\SC(=S)N(c2ccccc2)C1=O,-6%,?,35%[activator],0%,10%,?
CCNc1nc(NCC)nc(N/N=C/c2cc(OC)c(OC)c(OC)c2)n1,-3%,-23%,?,1%,0%,?
O=C(COC(=O)c1ccc(Cl)c(Cl)c1)Nc1cccnc1Cl,2%,-14%,8%,-3%,2%,0%
COc1ccc(/C=C2\SC(=S)N(CCCC(=O)Nc3ccccc3C(=O)O)C2=O)cc1OC,2%,9%,?,0%,4%,-1%
COc1ccc(OCC(=O)NNC(=O)c2cccc(C)c2)cc1,8%,18%,18%,-2%,-4%,-8%
COc1ccc(C2N(C(C)=O)CCN2S(=O)(=O)c2ccc(C)cc2)cc1 (centres undefined),-9%,31%[activator],-5%,-10%,1%,.
O=C1CCCc2c1cc(C(=O)NCCCN1CCOCC1)c(=O)n2-c1ccc(Cl)cc1,-5%,-16%,3%,-2%,-25%,-4%
NCCCC[C@@H]1NC(=O)[C@H](CCC(=O)O)NC(=O)c2cc([N+](=O)[O-])cc(I)c2NCC[C@@H](C(N)=O)NC1=O,-5%,16%,32%[activator],0%,-18%,15%
COc1ccc(NC(=O)CSc2nnc3ccc(-c4ccccn4)nn23)cc1OC,-6%,46%[activator],19%,.,2%,-3%[8.37 µM]
Clc1ccc(SCCCCn2ccnc2)cc1,5%,?,?,-10%,5%,?
Cc1ccc(S(=O)(=O)NCc2c(Cl)cccc2Oc2ccccc2)cc1,1%,3%,-15%,0%,15%,-11%
O=C(CCc1ccc(S(=O)(=O)NCc2ccccc2)cc1)NCc1cccnc1,0%,-26%,-1%,2%,-8%,3%

# Single entries from the results shown.
# For HCV inh, CCCCSCCCNC(=O)c1cn(CC)c2ccc(S(=O)(=O)N3CCOCC3)cc2c1=O is listed with -8%
# For Pf growth 48h, O=C(CCc1ccc(S(=O)(=O)NCc2ccccc2)cc1)NCc1cccnc1 is listed with -1%

# Outcome played no part in choosing rows; overall some 16% were active at least once.
